Assay outcomes as filed in PubChem BioAssay.
TexasRed fluor – Total Fluorescence Counterscreen for Inhibitors of the Interaction of Thyroid Hormone Receptor and Steroid Receptor Coregulator 2 | Potency, µM (series often up to 106 µM), for inactives: top-dose fluorescence change, negative = quenching | hit rate 0.29% among 280,000 | AID 1479, 2009 | TRb/SRC2 Texas Red total fluorescence interference; active = well fitted curve in either direction with a large enough effect; inconclusive = small, poorly fitted or top-dose-only effect
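Flags fluorescent or light-absorbing compounds by total fluorescence, S + 2P, at 555 nm excitation and 632 nm emission. Mixture: 20 nM Texas Red SRC2 peptide, 0.6 uM human TRb LBD, 1 uM T3, 5% DMSO; compound exposure 5 h at ambient temperature.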
RECQ1 inh – qHTS Assay for Inhibitors of RecQ-Like Dna Helicase 1 (RECQ1); ATP-dependent DNA helicase Q1 (Homo sapiens), P46063; RECQ1 DNA unwinding, red fluorescence kinetic read; Potency, µM (highest dose often 57.3 µM), without a hit: at the top dose activity, negative = inhibition, most hits filed as inhibitors; hit rate 0.54% among 240,000;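 note: plate controls were vehicle for no effect and no enzyme for full effect; nearly all actives have a fitted effect of over 30% in size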
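50 nM RECQ1T1 preincubated 15 min with compound in Tris pH 8.0 buffer with MgCl2, DTT, Tween-20 and 2.5 ug/ml poly(dI-dC); started with 200 nM TAMRA/BHQ-2 forked duplex and 2 mM ATP. Unwinding read as fluorescence (525/598 nm), two reads 2 h apart.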
KDM4E inh – qHTS Assay for Inhibitors of Human Jumonji Domain Containing 2E (JMJD2E) | Potency, µM (titrated, usually from 57.1 µM), for inactives: at the top dose activity change, negative = inhibition, most hits filed as inhibitors | hit rate 1.6% among 230,000 | AID 2147, 2009 | Lysine-specific demethylase 4E (Homo sapiens), B2RXH2 | JMJD2E catalytic domain, FDH-coupled NADH fluorescence (FDH is formaldehyde dehydrogenase); active = well fitted inhibition curve with a large enough effect, not every such curve was filed as active; inconclusive = small, poorly fitted or top-dose-only effect, or another doubt; inactive = no such curve, though single readings can be large or run the other way;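 note: 0% = wells with enzyme and -100% = buffer wells without enzyme; nearly all actives have a fitted effect of over 50% in size; many of its hits are not listed in these tables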
Tau ThT inhib – qHTS for Inhibitors of Tau Fibril Formation, Thioflavin T Binding | recombinant tau K18 P301L (four-repeat tau fragment), heparin-induced fibrillization, ThT fluorescence | Potency, µM (titrated, usually from 57.4 µM), without a hit: at the top dose activity, negative = inhibition, most hits filed as inhibitors | hit rate 2.1% among 270,000 | AID 1460, 2008; note: nearly all actives have a fitted effect of over 55% in size
Target sequence (P10636 561-689 P618L limits assumed): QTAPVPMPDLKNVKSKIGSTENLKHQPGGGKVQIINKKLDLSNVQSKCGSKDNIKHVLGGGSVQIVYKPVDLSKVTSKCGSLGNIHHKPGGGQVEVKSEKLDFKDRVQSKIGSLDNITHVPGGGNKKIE
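Heparin-induced (20 uM) aggregation of recombinant human K18 P301L tau, 15 uM unlabeled with 0.24 uM labeled, pH 7 acetate buffer, 6 hr at 37 C with compound. Fibrils quantified by 30 uM ThT fluorescence after 1 hr ambient incubation.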
TRb SRC2 PPI – qHTS for Inhibitors of the Interaction of Thyroid Hormone Receptor and Steroid Receptor Coregulator 2. TRbeta-SRC2 peptide binding, fluorescence polarization; receptor liganded with 1 µM T3. Potency, µM (doses to about 106 µM), inactives show top-dose activity change, negative = inhibition, usual class: inhibitors. hit rate 0.065% among 280,000;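 note: plate controls were bound peptide for no effect and peptide without receptor for full effect; nearly all actives have a fitted effect of over 50% in size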
Target sequence (P10828 whole entry, looked up): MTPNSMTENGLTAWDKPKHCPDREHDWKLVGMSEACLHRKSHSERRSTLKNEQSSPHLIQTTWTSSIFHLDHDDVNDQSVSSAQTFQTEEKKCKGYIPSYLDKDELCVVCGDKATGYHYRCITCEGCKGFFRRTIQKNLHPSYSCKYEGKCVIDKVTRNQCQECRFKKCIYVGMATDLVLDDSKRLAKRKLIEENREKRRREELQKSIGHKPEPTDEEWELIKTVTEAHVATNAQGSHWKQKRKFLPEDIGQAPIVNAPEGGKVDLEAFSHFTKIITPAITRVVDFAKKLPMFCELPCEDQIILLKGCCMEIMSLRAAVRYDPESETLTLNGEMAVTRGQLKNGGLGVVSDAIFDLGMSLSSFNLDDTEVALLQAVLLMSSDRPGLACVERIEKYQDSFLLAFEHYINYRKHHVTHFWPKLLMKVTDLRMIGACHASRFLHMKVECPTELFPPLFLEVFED
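Fluorescence polarization of 20 nM Texas Red SRC2 peptide with 0.6 uM human TRb ligand-binding domain, in Tris buffer with 1uM T3 and 5% DMSO. Incubated 5 hr ambient; normalized to unbound and bound controls.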
Tau fibril FP – qHTS for Inhibitors of Tau Fibril Formation, Fluorescence Polarization; Microtubule-associated protein tau (Homo sapiens), P10636; K18 P301L tau heparin fibrillization, Alexa594 FP, 6 h; Potency, µM (top dose mostly 57.7 µM), inactives show top-dose activity, negative = inhibition, usual class: inhibitors; hit rate 0.39% among 280,000; note: nearly all actives have a fitted effect of over 55% in size
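FP of Alexa 594-tau after heparin (20 uM) induction. Substrate: human K18 P301L, 15 uM unlabeled, 0.24 uM labeled. Buffer 100 mM sodium acetate pH 7. 6 hr, 37 C.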
RGS12 GoLoco inh – qHTS Assay for Inhibitors of RGS12 GoLoco Motif Activity (Red Fluorophore). Guanine nucleotide-binding protein G(i) subunit alpha-1 (Homo sapiens), P63096. Gai1:RGS12 GoLoco peptide FP, rhodamine, 10 min. Potency, µM (highest dose often 61.6 µM), inactives show at the highest dose activity, negative = inhibition, hits mostly inhibitors. hit rate 0.44% among 230,000. AID 880, 2007; active = well fitted inhibition curve with a large enough effect, not every such curve was filed as active; inactive = no such curve, though single readings can be large or run the other way; note: nearly all actives have a fitted effect of over 30% in size; many of its hits are not listed in these tables
Target sequence (P63096 whole entry, looked up): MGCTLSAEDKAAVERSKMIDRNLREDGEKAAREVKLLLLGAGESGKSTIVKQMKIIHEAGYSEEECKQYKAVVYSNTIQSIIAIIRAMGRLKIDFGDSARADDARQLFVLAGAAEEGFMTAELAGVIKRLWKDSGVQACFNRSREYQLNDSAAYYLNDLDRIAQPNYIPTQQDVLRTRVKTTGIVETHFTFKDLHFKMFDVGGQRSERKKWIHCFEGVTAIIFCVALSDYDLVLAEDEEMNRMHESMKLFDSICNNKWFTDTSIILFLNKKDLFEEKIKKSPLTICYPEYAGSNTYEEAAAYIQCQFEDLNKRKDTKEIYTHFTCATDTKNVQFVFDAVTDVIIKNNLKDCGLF
L3MBTL1 block – qHTS Assay for the Inhibitors of L3MBTL1; hit rate 0.66% among 230,000; Potency, µM (titrated, usually from 57.1 µM), inactives show at the top dose activity, negative = inhibition, usual class: inhibitors; AID 485360, 2010; AlphaScreen L3MBTL1–H3K9me1 peptide binding; note: nearly all actives have a fitted effect of over 60% in size
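L3MBTL1 (50 nM) pre-complexed 30 min with biotinylated H3(1-15)K9me1 peptide (75 nM), then compounds added for 30 min at room temperature; AlphaScreen streptavidin donor/nickel chelate acceptor beads (10 ug/mL final) read after 30 min dark incubation.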
Active calls of the source: *; i = inactive; u = inconclusive; x = not tested or not shown; & = joins results of further samples; [ ] = another dose, or the depositor's remark. Unless noted, calls come from the whole dose curve; as a rule, active = well fitted curve in the direction sought with a large enough effect; inconclusive = small, poorly fitted or top-dose-only effect, or another doubt; inactive = no such curve, though single readings can be large; an effect the other way counts as inactive or inconclusive. Unless noted, % is set by controls: 0 for no effect and ±100 for the full control effect; potency is the fitted concentration of half-maximal effect. This is a subset; the hit share may differ from the screen's.

SMILES,Tau ThT inhib,TexasRed fluor,KDM4E inh,TRb SRC2 PPI,L3MBTL1 block,RECQ1 inh,RGS12 GoLoco inh,Tau fibril FP
COc1ccc([C@H]2[C@H](C(=O)C(C)(C)C)N3N=Cc4ccccc4C3[C@]23N=C(c2ccccc2)OC3=O)cc1 (stereo partly specified),u,1%,u,-9%,-7%,-12%,48%[activator],10%
CCN(CC)CCCNC(=O)c1cc(-c2ccc(O)cc2)on1,0%,0%,4%,-3%,-1%,-12%,11%,-3%
CC(C)NC(=O)CCCc1ccccc1,-8%,1%,6%,-14%,3%,-3%,8%,-4%
CCOCCCNC(=O)C(NC(=O)C1CCC(C)CC1)C(C)C (stereo unspecified),-5%,-1%,x,-5%,x,x,x,-12%
CC(C)(C)c1nc2ccccc2c2nnc(SCC(=O)NCc3ccco3)n12,-8%,-1%,0%,-16%,-5%,-12%,6%,-2%
Cc1ccc(CN2C3=NCCN3c3ccccc32)cc1,5%,1%,1%,5%,6%,i,2%,-2%
CCCC(=O)n1nc(-c2cccnc2)nc1NCc1ccc(OC)cc1,u,-1%&-21%,-3%,-2%&-1%,x,-2%,-4%,2%&-11%
CC1=C(C(=O)Nc2cccc(F)c2)C2(CCCCCC2)OC1=O,7%,-18%,x,6%,x,x,x,-5%
COc1ccc([N+](=O)[O-])cc1NC1C2CC3CC(C2)CC1C3 (stereo unspecified),-10%,2%,-1%,3%,4%,0%,-3%,0%
Cc1cccc(N2CC(O)=C(c3nc4ccccc4n3C)C2=N)c1,-9%,-1%,3%,2%,-6%,-2%,5%,7%
CC(/C=N\NC(=O)CN1CCN(S(=O)(=O)c2ccc(C)cc2)CC1)=C\c1ccccc1,-12%,-1%,-2%,1%,5%,-4%,3%,14%
COc1ccccc1CNC(=O)c1ccc2nc3[nH]c4ccccc4c3nc2c1,u,-2%,-5%,-5%,-10%,-7%,8%,u
Cc1ccc2nc(-c3ccc(S(=O)(=O)N4CCCCC4)cc3)cn2c1,-4%,-1%,u,3%,7%,-5%,13%,-14%
CCNC(=O)c1c(O)c2cccc3c2n(c1=O)CC3,-10%,1%,3.2µM*,-23%,x,i,7%,1%
Cc1cc(C)n(-c2cc(N3CCOCC3)nc(-c3ccccc3)n2)n1,-7%,-1%,2%,5%,9%[11.4 µM],1%,6%,-2%

One compound at a time, as listed above:
CC(/C=N\NC(=O)CN1CCN(S(=O)(=O)c2ccc(C)cc2)CC1)=C\c1ccccc1 is listed as Tau ThT inhib: -12%; TexasRed fluor: -1%; KDM4E inh: -2%; TRb SRC2 PPI: 1%; L3MBTL1 block: 5%; RECQ1 inh: -4%; RGS12 GoLoco inh: 3%; Tau fibril FP: 14%
COc1ccccc1CNC(=O)c1ccc2nc3[nH]c4ccccc4c3nc2c1 is listed as Tau ThT inhib: u; TexasRed fluor: -2%; KDM4E inh: -5%; TRb SRC2 PPI: -5%; L3MBTL1 block: -10%; RECQ1 inh: -7%; RGS12 GoLoco inh: 8%; Tau fibril FP: u

Next records:
SMILES,Tau ThT inhib,TexasRed fluor,KDM4E inh,TRb SRC2 PPI,L3MBTL1 block,RECQ1 inh,RGS12 GoLoco inh,Tau fibril FP
COc1cccc(S(=O)(=O)Nc2ccc3sc(C)nc3c2)c1,-7%,1%,7%,1%,x,0%,-1%,0%
O=C(O)CCc1nn2c3ccccc3n(CC(=O)c3cccs3)c2nc1=O,-4%,-1%,u,-1%,x,2%,-2%,-2%
CCOC(=O)C(NC(=O)c1ccc(F)cc1)(Nc1sc2c(c1C(N)=O)CCC2)C(F)(F)F (stereo unspecified),u,4%,-2%,-3%,-11%,-11%,15%,-13%
Cc1ccc2oc(=O)c(/C=C(\O)c3ccccc3)nc2c1,u,-2%,-11%,-2%,x,-17%,6%,4%
O=C1c2ccccc2C(=O)N1CC1=CCS(=O)(=O)C1,-8%,1%,u,-5%,-5%,-9%,-2%,-3%
O=C(CSc1nnc(-c2ccc([N+](=O)[O-])cc2)o1)Nc1ccccn1,u,-5%,-2%,-5%,11%,i,5%,1%
O=[N+]([O-])c1cc(-c2nc(-c3ccccc3)no2)ccc1N1CCN(c2ccccc2)CC1,-14%,-1%,x,-3%,x,x,x,9%
CC(C)OC(=O)CCC(=O)Nc1nc2ccccc2s1,-12%,1%,9%,-2%,4%,-11%,0%,9%
O=C(c1cccc([N+](=O)[O-])c1)N1CCN(c2n[nH]c(=O)[nH]c2=O)CC1,-7%,-1%,0%,-1%,x,5%,0%,-5%
NC(=O)COC(=O)CC1CC2CCC1C2 (stereo unspecified),6%,0%,10%,0%,1%[11.4 µM],i,7%,0%
O=C(Cc1ccccc1)NC(NNc1ccccc1)(C(F)(F)F)C(F)(F)F,-13%,-2%,-8%,1%,9%,i,4%,2%
COc1cccc(CNC(=S)Nc2cc(C)ccc2C)c1,5%,-3%,3%,7%,-12%,5%,17%,0%
O=C(Cn1c(=O)c2cccn2c2ccc(F)cc21)N1CCN(c2ccccc2F)CC1,u,-19%,x,1%,x,x,x,4%
CC(=O)Nc1cccc(C(=O)N2CCN(Cc3ccccc3)CC2)c1,0%,-1%,-1%,7%,x,-5%,-13%,-5%
CCc1cc[n+](C2=C([O-])c3ccccc3C(=O)/C2=N\S(=O)(=O)c2cccs2)cc1,13µM*,-8%,u,3%,u,u,33%[activator],u
O=C(CSc1ccc(-c2cccnc2)nn1)N1CCCC1,-7%,-4%,-1%,0%,x,-2%,8%,9%
COc1ccc(C2=Nc3ccccc3N(CC(=O)Nc3cccc(C(C)=O)c3)C(=O)C2)cc1,-12%,1%,x,3%,x,x,x,u
COc1ccc(CNC(=O)CCc2cn(Cc3cc(C)ccc3C)c3ccccc23)cc1OC,5%,-2%,x,5%,x,x,x,2%
CCCCc1cc(O)c(CCCC)c(O)c1,-12%,-3%,-7%,-19%,-7%,i,11%,-12%
O=C(NCc1ccco1)c1c(O)c2cccc3c2n(c1=O)CCC3,1%,0%,-1%,-2%,-2%,-7%,-5%,-7%
COc1ccc(N=Cc2c(O)cc(C)oc2=O)cc1,11%,0%,6%,-17%,-4%,i,30%,1%
COc1ccccc1NC(=O)c1nnn(CC(=O)Nc2ccccc2)c1N,-5%,0%,3%,-21%,-2%,i,12%,2%
O=C1CCCC=C1[C@@H](O)CCOCc1ccccc1,-7%[11.5 µM],-8%[11.2 µM],x,-2%[11.2 µM],x,3%[11.5 µM],x,-9%[11.6 µM]
Cc1ccc2cc3c(N)c(C(=O)Nc4c(C)[nH]c(=O)[nH]c4=O)sc3nc2c1,u,-9%,-1%,2%,-3%,-15%,41%[activator],-4%
C/C(CC(=O)Nc1ccc(Cl)cc1)=N\NC(=O)C(=O)N1CCCCC1,-11%,1%[53 µM],23%,-17%[53 µM],4%,i,12%,-3%
Cc1ccc(C(=O)CC(C(=O)O)P(=O)(c2ccccc2)c2ccccc2)cc1 (stereo unspecified),2%,2%,-2%,1%,3%,i,-4%,3%
O=C(Nc1ccc2c(c1)OCO2)N1CCN(c2ncccn2)CC1,u,-4%,-1%,5%,x,3%,-4%,-7%
CCOc1ccc(C(C(=O)NC2CCCCC2)N(C(=O)c2ccco2)c2ccc(-n3cnnn3)c(C)c2)cc1 (stereo unspecified),-7%,2%,6%,-8%,-1%,-1%,-9%,-1%
Cc1ccc(-c2nc3ncccc3o2)cc1NC(=S)NC(=O)c1ccco1,u,-1%,u,-1%,-16%,-9%,11%,-5%
Cc1cc(NC(=O)CN(C)CCOc2ccccc2)ccc1Br,-17%,-5%,u,0%,x,i,2%,1%
C#CCOC(=O)CCCC(=O)Nc1ccccc1OC,5%,0%,5%,-12%,0%,i,4%,-1%
CCN(CC)c1ccc(NC(=O)/C=C/c2cc(Br)ccc2OC)cc1,u,-1%,-12%,-17%,u,i,-23%,16%
Cc1ccccc1-c1noc(-c2ccccc2OCC(=O)Nc2ccccc2[N+](=O)[O-])n1,-12%,-2%,x,-1%,x,x,x,7%
N#CC1=C(N)N(c2ncn[nH]2)C2=C(C(=O)CCC2)C1c1ccccc1 (stereo unspecified),-4%,0%,-1%,1%,17%,-2%,11%,4%
CCOCCCNC(=O)CCc1nnc2ccc(N3CCN(c4cccc(OC)c4)CC3)nn12,-9%,-2%,x,0%,x,x,x,4%
Cc1cc(C(=O)Nc2ccccc2N2CCOCC2)c(C)o1,-5%,3%,-4%,7%,-7%,-1%,7%,0%
Nc1[nH]n2c(=O)c3c(nc2c1N=Nc1ccc(Cl)cc1)CCCC3,1.4µM*,0%,5%,4%,-6%,2%,3%,-2%
CC(=O)Nc1ccc(C(=O)/C=C/c2ccc[nH]2)cc1,u,-4%,1%,0%,-1%,-4%,7%,-1%
O=C(Nc1cccc(C(=O)O)c1)/C(=C\c1ccc2c(c1)OCO2)NC(=O)c1ccc(Br)o1,-7%,0%,-8%,4%,x,-13%,6%,12%
OCc1nnc2c3ccccc3c(-c3ccccc3)nn12,-3%,-1%,u,-5%,x,-11%,-10%,5%
O=C(NCCc1cccs1)c1ccc(Cn2c(SCc3cccc(F)c3)nc3cccnc32)cc1,-2%,2%,x,7%,x,x,x,-2%
O=C(NC1CCCCC1)C1CC(=O)N(c2cccc([N+](=O)[O-])c2)C1 (stereo unspecified),-9%,0%,2%,10%,x,-1%,2%,-2%
Cc1cc(C)cc(-n2c(SCC(=O)N3CCCC3)nc3c([nH]c4ccccc43)c2=O)c1,5%,-1%,x,3%,x,x,x,-8%
